Arr AP2 block – inhibitors of beta-arrestin/AP2 binding, primary screen, biochemical, GPCR trafficking, flow cytometry. FITC-arrestin peptide / GST-AP2 beads; AP2 beta2 appendage carries R879A mutation. inhibition, % at 10 µM. beta-arrestin 1 C-terminal peptide binding to AP2 beta2-adaptin appendage (human). hit rate 0.31% among 340,000;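 active means inhibition above a set limit, near 3 SD of compounds lacking own fluorescence, cut at about 54% in these data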;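 further: plate controls were DMSO wells for no effect and 5 µM unlabelled arrestin peptide for full effect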
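System: GST-AP2 R879A bound to glutathione beads, E. coli-expressed. Also added: 50 nM FITC-arrestin peptide. Schedule: compound with beads 12 min RT, then probe 1 h RT. Signal: bead flow cytometry, FITC channel. Read-out basis: percent response.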
DSG3 Ab inh – inhibitors of pemphigus antibody binding to DSG3, primary screen, biochemical, bead-based, flow cytometry, scFv-GFP; Desmoglein-3 (Homo sapiens), P32926; DSG3-coupled beads, scFv-anti-DSG3-GFP binding; hits give low values; binding (percent of control), % at 10 µM; hit rate 0.48% among 310,000;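 active means binding more than 3 SD below its plate's average and above zero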;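 further: hits lower antibody fragment binding to DSG3; some compounds called inactive have numbers as strong as hits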
OPRM1-OPRD1 inv – inverse agonists of MOR-DOR heterodimerization, primary screen, cell-based, luminescence; Mu-type opioid receptor (Homo sapiens) + Delta-type opioid receptor (Homo sapiens), …; cell-based MOR-DOR heterodimer luminescence, inverse agonism; inhibition, % at 9.3 µM; hit rate 0.21% among 340,000; AID 504357, 2011; in the data active means inhibition above about 22%, passing the limit was not always enough;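 further: 0% = cells with DMSO and 100% = wells without cells with DMSO; values of inactives mirror those of a sister screen read the other way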
Target sequence (P35372 whole entry, looked up): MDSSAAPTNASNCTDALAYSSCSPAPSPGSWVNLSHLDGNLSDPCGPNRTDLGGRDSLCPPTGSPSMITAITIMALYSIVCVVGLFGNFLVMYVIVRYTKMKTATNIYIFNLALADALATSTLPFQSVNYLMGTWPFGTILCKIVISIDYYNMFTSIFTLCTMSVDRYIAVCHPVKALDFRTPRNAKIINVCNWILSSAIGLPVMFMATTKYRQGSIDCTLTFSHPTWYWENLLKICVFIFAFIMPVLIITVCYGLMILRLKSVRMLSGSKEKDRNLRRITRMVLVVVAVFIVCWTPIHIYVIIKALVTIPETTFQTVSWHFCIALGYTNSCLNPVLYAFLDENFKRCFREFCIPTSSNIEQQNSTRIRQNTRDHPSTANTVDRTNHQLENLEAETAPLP
Target sequence (P41143 whole entry, looked up): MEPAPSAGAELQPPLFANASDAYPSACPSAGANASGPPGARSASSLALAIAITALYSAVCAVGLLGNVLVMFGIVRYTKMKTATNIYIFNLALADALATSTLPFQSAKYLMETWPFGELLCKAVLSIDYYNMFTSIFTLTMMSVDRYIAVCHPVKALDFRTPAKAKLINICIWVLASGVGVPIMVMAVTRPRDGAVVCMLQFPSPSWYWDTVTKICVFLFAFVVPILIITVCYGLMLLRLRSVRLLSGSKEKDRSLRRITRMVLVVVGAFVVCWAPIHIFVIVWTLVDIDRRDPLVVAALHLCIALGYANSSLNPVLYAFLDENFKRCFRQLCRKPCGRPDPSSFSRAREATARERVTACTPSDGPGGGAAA
LANA DNA inh – inhibitors of KSHV C-LANA binding to DNA, primary screen, biochemical, fluorescence polarization, FAM-LBS DNA, MBP-C-LANA, single point; Kaposi's sarcoma herpesvirus LANA C-terminal domain (residues 932-1162) DNA binding; inhibition, % at 9 µM; hit rate 0.078% among 340,000;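 active means highest replicate inhibition at or above 60% at 9 µM, even if other replicates fall short; inactive means all replicates below 60% inhibition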;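 further: 0% = neutral control wells and 100% = 4 µM acridine orange control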
Cardiac RTF inh – cardiac RTF calcium sensitivity inhibitors, primary screen, biochemical, IANBD-TnC fluorescence, EC70 calcium; Troponin I, cardiac muscle (Homo sapiens) + Troponin T, cardiac muscle (Homo sapiens) + …; IANBD-labeled cardiac RTF, Ca2+ fluorescence; inhibition, % at 7.15 µM; hit rate 0.12% among 340,000; AID 493244, 2011;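 active means inhibition above the mean inhibition of all tested compounds plus 3 SD, cut at about 17% in these data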;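 further: assay run at fixed EC70 calcium of 1.6 mM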
Keap1 Nrf2 FP – Keap1-Nrf2 protein-protein interaction inhibitors, primary screen, biochemical, fluorescence polarization, single point; Kelch-like ECH-associated protein 1 (Homo sapiens), Q14145; Keap1 Kelch-Nrf2 peptide fluorescence polarization, 1536-well; inhibition, % at 9.4 µM; hit rate 0.15% among 340,000; AID 504523, 2011; in the data active means inhibition above about 12%;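 further: human Keap1 Kelch domain with fluorescein labeled Nrf2 9mer peptide probe; 0% = neutral control wells and 100% = peptide positive control; higher means more block of Keap1 binding to Nrf2 peptide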
Wnt bcat act – Wnt/beta-catenin pathway activators, primary screen, cell-based, plate reader, single point; Wnt/beta-catenin reporter cell assay, activator; activation, % at 9.35 µM; hit rate 1.2% among 300,000; in the data active means activation above about 30%, passing the limit was not always enough;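 further: 0% = neutral control wells and 100% = positive control wells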
OPRM1-OPRD1 ag – agonists of OPRM1-OPRD1 heterodimerization, primary screen, cell-based, luminescence; cells; activation, % at 9.3 µM; hit rate 0.3% among 340,000; AID 504326, 2011; in the data active means activation above about 18%;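 further: 0% = vehicle-treated cells and 100% = reference agonist; values of inactives mirror those of a sister screen read the other way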
cardiac RTF act – cardiac RTF calcium sensitivity activators, primary screen, biochemical, IANBD-TnC fluorescence, EC20 calcium; IANBD-labeled TnC RTF fluorescence at EC20 calcium; 0% EC20 calcium, 100% full calcium; activation, % at 7.2 µM; hit rate 0.24% among 340,000;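 active means activation above the mean over all tested compounds plus 3 SD, cut at about 30% in these data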;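 further: rise in fluorescence read as greater calcium sensitivity of cardiac thin filaments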
V-ATPase pHluor – regulators of yeast V-ATPase proton pumping, primary screen, pHLuorin cytosolic pH fluorescence; S. cerevisiae; response, % at 10 µM; hit rate 0.37% among 350,000; AID 504577, 2011; in the data active means response mostly above about 7.3%, no sharp cut-off; inactive means mostly below about 5.4%; further: actives read high; inactives centre near 0; some compounds called inactive have numbers as strong as hits; reference of the scale not given here
* hit, by the source's call; nt = not tested or not shown.

SMILES	Arr AP2 block	DSG3 Ab inh	OPRM1-OPRD1 inv	LANA DNA inh	Cardiac RTF inh	Keap1 Nrf2 FP	Wnt bcat act	OPRM1-OPRD1 ag	cardiac RTF act	V-ATPase pHluor
CCc1ccccc1NC(=O)CN1CCN(C(=O)CNC(=O)Cc2cccc3ccccc23)CC1	4	111	-4	0.8	-2	0	-4	0.9	-4	1
CCCn1c(SCc2ccccn2)nc2c1c(=O)n(C)c(=O)n2C	7	104	5	0.9	-3	3	nt	-0.8	-3	-3
N#CC1=C(N)Oc2c(ccc3cccnc23)C1c1ccccc1 (centres undefined)	1	95	14	-0.8	3	1	-2	-2.7	6	2
COc1ccc(C(=O)NCCSCc2ccccc2Cl)cc1OC	0	120	-3	-0.4	4	-5	1	0.5	5	2
CC(=O)OCC1CCCC2=C(C)C(=O)CCC21COC(C)=O (centres undefined)	4	102	5	-0.1	0	-4	0	-1.0	-1	-2
CN=C(Nc1cc(C)nn1CCC#N)c1ccc(F)cc1	28	98	11	0.8	-2	1	-2	-1.9	3	-4
CCOC(=O)C1=C(O)/C(=C\c2cccc(OC)c2)N=C1C	18	99	13	-0.5	0	-5	0	-2.3	-7	0
CCOC(=O)C1=C(COC(=O)C(CC)Oc2ccccc2)NC(=O)NC1C (centres undefined)	-9	94	10	0.5	0	-3	0	-1.5	-6	0
CC(=O)CSc1nnc(CSc2ncccn2)n1C1CCCCC1	7	98	9	-1.1	-1	-6	nt	-1.7	4	4
O=C(COC(=O)CCCOc1ccccc1)NNC(=O)c1ccc([N+](=O)[O-])cc1	3	110	4	-0.5	2	-2	2	-1.1	-3	-3
CC(C)CN(C(=O)c1ccc(S(=O)(=O)N2CCOCC2)cc1)C1CCS(=O)(=O)C1 (centres undefined)	13	95	5	0.8	-10	-4	-1	-0.7	-2	3
C=CCN1CC(c2nc3ccccc3n2CCOc2ccccc2)CC1=O (centres undefined)	-7	101	13	1.3	-10	-4	-4	-2.4	3	5
Cc1ccc(OCCSc2nc(N)cc(N)n2)cc1	11	102	15	-1.3	-8	-2	13	-2.6	-5	-1
O=C(/C=C/c1cccc(Br)c1)NCc1ccncc1	-5	115	-9	-2.6	-8	3	-2	1.8	-4	2
Cc1cccc(C(=O)OC2CCCN(C)C2)c1C (centres undefined)	-1	108	14	0.0	2	-6	-1	-3.1	-6	3
O=C(CN1CCN(c2nc(-c3ccccc3)cs2)CC1)Nc1ccc2c(c1)OCO2	27	101	8	1.0	-3	-3	nt	-1.5	-4	0
Cc1ccc(S(=O)(=O)N2CCCC2C(=O)N2CCCCCC2)cc1 (centres undefined)	10	109	8	-1.0	3	-4	nt	-1.4	-3	1
O=C(NCCCn1ccnc1)c1ccccc1Br	39	93	11	-1.0	-3	-2	1	-2.0	-1	1
O=C(CSc1n[nH]c(=O)n1C1CC1)Nc1ccc(Cl)cc1Cl	15	105	-9	-1.1	-1	-1	-3	2.3	12	-2
CCCn1nnc2c(=O)oc3ccccc3c21	7	130	9	-0.8	8	-7	nt	-1.6	4	0
CC(=O)Nc1cc2nn(-c3ccccc3)nc2cc1C	9	116	6	-3.3	-8	1	22	-1.1	-1	-5
CCS(=O)(=O)Nc1cccc(C2=NN(S(=O)(=O)c3ccccc3)C(c3ccco3)C2)c1 (centres undefined)	7	91	5	-2.2	-3	-5	2	-1.0	0	2
CCN(CC)C(=O)CSc1nnc(SC(C)C(=O)NC2CC2)s1 (centres undefined)	0	93	16	0.6	-2	0	10	-3.7	-4	-1
Cc1ccc(SCC(=O)N(C)C2CCS(=O)(=O)C2)c(C)c1 (centres undefined)	15	91	15	14	1	-5	3	-2.9	2	2
O=C(Nc1ccc(-c2nc3ccccc3[nH]2)cc1)C1CCCO1 (centres undefined)	6	120	-6	-0.1	-10	-2	5	1.0	-3	-2
Cc1ccc(/C=N/NC(=O)CCSc2ccccc2)cc1	-2	84	-31	0.1	-2	0	-1	4.8	-1	-4
O=C(NC1CCCCC1)c1ccc(S(=O)(=O)N2CCCCC2)cc1	25	nt	0	-0.1	2	-3	-6	0.0	-2	1
Cc1cc(N2C(=O)C(=O)/C(=C(/O)c3ccc(F)cc3)C2c2ccc(F)cc2)no1 (centres undefined)	23	79	4	-1.7	4	-3	0	-0.6	-1	3
CCOc1ccccc1CNC(=O)C1CCN(c2nnc(C)c3c(C)n(-c4ccc(C)cc4)nc23)CC1	0	113	-19	-5.2	-1	-9	-8	3.6	0	-1
COc1ccccc1NC(=O)CCN1C(=O)C2CC=CCC2C1=O (centres undefined)	2	nt	16	0.3	-1	3	1	-2.9	2	1
Cc1nn(Cc2ccc(C(=O)n3cccn3)o2)c(C)c1Br	4	nt	10	0.1	-6	1	-4	-1.7	-2	4
COc1ccc(C2CC(C(F)(F)F)n3nc(CO)c(Cl)c3N2)cc1OC (centres undefined)	-2	111	10	4.5	-2	2	nt	-2.1	1	0
C=CCN(C(=O)c1csnn1)C(C(=O)NCc1ccccc1)c1cccs1 (centres undefined)	-4	103	10	0.7	-11	-4	-1	-1.8	-4	4
Cc1ccsc1/C=N/NC(=O)c1cccc(S(=O)(=O)Nc2ccccc2Cl)c1	25	98	1	-0.1	5	1	1	-0.2	0	3
O=C(NCCc1ccc(F)cc1)c1ccc(S(=O)(=O)N2CCCC2)cc1	2	97	-13	-1.1	-1	-1	0	3.3	7	5
N#CCSc1nn(-c2ccc(F)cc2)c(=S)s1	1	105	-6	0.3	-5	3	-2	1.1	1	-2
CCOc1ccc(NC(=O)Nc2ccccc2SC)cc1	6	98	2	-0.7	4	-2	10	-0.4	-8	-1
COc1ccccc1C(=O)OCC(=O)Nc1cccc(S(=O)(=O)NC2=NCCCCC2)c1	16	87	11	-1.5	-4	1	-6	-2.1	-4	7
O=C(COC(=O)c1ccc(-c2cnc3ccccc3n2)cc1)c1ccccc1	27	97	19	-0.1	-25	0	-3	-3.5	0	2
O=C(Nc1ccc(CSc2ccccc2)cc1)c1ccccc1	-10	103	-18	-0.6	-4	3	5	3.5	1	0
Cc1cc(S(=O)(=O)NCc2ccccc2)ccc1OCC(=O)NCc1ccccn1	-4	93	-3	-0.9	9	-4	4	0.4	-7	1
CCN=C1S/C(=C\c2ccc(O)c(OCC)c2)C(=O)N1CC	3	nt	-28	0.6	-27	-2	-4	5.8	10	3
CCOc1ccc(S(=O)(=O)N2CCN(Cc3ccco3)CC2)cc1	-4	100	8	-0.4	-2	-7	-2	-1.5	3	-1
CCN1C(=O)C(Cc2nc3ccccc3c(=O)n2C)c2ccccc21 (centres undefined)	0	nt	23	5.1	2	-5	nt	-5.6	-1	2
CCN(Cc1ccccc1)S(=O)(=O)c1ccc(F)cc1	6	113	4	-0.2	-5	4	0	-0.8	-7	3
Cn1c(=O)oc2cc(S(=O)(=O)N3CCCC(C(=O)NC4CCCc5ccccc54)C3)ccc21 (centres undefined)	-3	107	11	0.5	-4	-2	0	-2.0	3	-1
COc1cccc(=O)c2c(C)n(-c3cc(C)cc(C)c3)c(C)c12	14	83	-7	1.9	-3	-5	-10	1.4	3	3
Cc1nc(SCC(=O)Nc2nccs2)c(C#N)c(C)c1C	8	98	21	-0.8	1	1	-2	-5.3	-1	3
Cc1c(C)n(CCCN(C)C)c2ncnc(Nc3ccc(F)cc3)c12	3	93	14	1.6	-1	-3	-1	-3.0	7	-4
COc1ccc(NC(=O)CN(C)C(=O)C(CCSC)NC(=O)c2ccccc2)cc1 (centres undefined)	15	nt	13	-1.7	-14	-1	-3	-2.4	-5	-1
CC(=O)NCc1nc2ccccc2n1Cc1ccccc1F	11	nt	17	1.2	-16	-2	-5	-2.8	-3	4
COc1ccc2[nH]c(=O)c(CN(C3CCCCC3)C(c3nnnn3Cc3ccco3)C(C)C)cc2c1 (centres undefined)	34	107	10	-1.0	-9	-7	nt	-2.0	-1	2
O=S1(=O)CC2SC(=S)N(Cc3ccccc3)C2C1 (centres undefined)	-8	99	nt	nt	nt	nt	-1	nt	nt	-2
CCOc1cccc(C(=O)Nc2ccc(NC(=O)c3ccccc3)c(C)c2)c1	19	142	5	2.0	-4	2	0	-1.0	-1	1
CC(C)CN(CC(C)C)S(=O)(=O)N1CCC(C(=O)NCc2cccnc2)CC1	-5	99	15	-0.1	6	3	0	-2.9	1	3
NS(=O)(=O)OCC(Cc1ccccc1)N1C(=O)c2ccccc2C1=O (centres undefined)	5	104	9	-0.6	-7	1	-1	-1.6	14	0

Next section
SMILES	Arr AP2 block	DSG3 Ab inh	OPRM1-OPRD1 inv	LANA DNA inh	Cardiac RTF inh	Keap1 Nrf2 FP	Wnt bcat act	OPRM1-OPRD1 ag	cardiac RTF act	V-ATPase pHluor
O=C(O)CCCc1nc(-c2ccc(Cl)cc2)no1	14	96	14	0.9	-2	-6	0	-3.2	-1	5
CCc1nc2ccccc2[nH]c1=O	19	99	13	1.3	-5	0	18	-2.4	-2	-5
CC(Sc1nc2c(c(=O)[nH]1)CCCC2)C(=O)Nc1ccc(Br)cn1 (centres undefined)	6	106	-1	-1.7	-7	-6	-1	0.2	-10	1
O=C(CO/N=C/c1c(Cl)cccc1Cl)NNC(=O)c1cccc(Cl)c1	-10	106	7	-0.5	-4	-9	0	-1.4	8	-4
O=C(CCCC(=O)N(c1cccc(F)c1)C(C(=O)NC1CCCC1)c1ccc(O)cc1)Nc1ccccn1 (centres undefined)	-2	96	12	-1.7	-20	-3	0	-1.8	-1	-2
COc1ccc(O)c(C(=O)c2cc(C(=O)NCCc3ccccc3)c(=O)n(CCc3ccccc3)c2)c1	4	99	-34	0.2	0	-2	nt	6.0	1	0
CCSc1nnc(-c2ccc(S(=O)(=O)N3CCOCC3)cc2)n1CC1CCCO1 (centres undefined)	17	105	12	-0.7	-2	1	-2	-2.5	2	-4

Compound activity deposited in PubChem by several laboratories.
